Screening results deposited in PubChem BioAssay by several laboratories.
LMP1 NFkB inh: EBV LMP1-driven NF-kappaB luciferase reporter inhibitors, primary screen, cell-based, luminescence, single point. LMP1-induced NF-kappaB luciferase reporter cells. inhibition, % at 12.5 µM. 350,000 compounds, 0.69% hits; in the data active = inhibition above about 41%;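 also: 0% = neutral control wells and 100% = reference inhibitor control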
SRC1 inh: SRC1 coactivator transcriptional activity inhibitors, primary screen, cell-based, luminescence. Nuclear receptor coactivator 1 (Homo sapiens), Q15788. HEK293 GAL4-SRC1 luciferase reporter. inhibition, % at 3.6 µM. 360,000 compounds, 0.12% hits. AID 588354, 2011;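 active = inhibition above the campaign mean plus 3 SD, with each screening campaign given its own cutoff, cut at about 60% in these data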;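 also: 0% = DMSO treated cells and 100% = gossypol at 36 µM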
Shn3 3UTR inh: reduction of Shn3 3'UTR firefly luciferase signal, primary screen, Schnurri-3 inhibitor project, cell-based, Clone20 osteoblasts, set 2 | inhibition, % at 12.5 µM | Clone20 osteoblast Shn3 3'UTR firefly luciferase, 24 h | AID 588674, 2011 | 360,000 compounds, 0.52% hits;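 active = mean inhibition of at least 75% with every replicate also reaching 75%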;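 also: 0% = median of neutral control wells and 100% = pilot-screen positive control compound; some compounds past the cut are filed as inactive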
NCOA3 inh: SRC3 coactivator transcriptional activity inhibitors, primary screen, cell-based, luminescence; HEK293 GAL4-SRC3 luciferase reporter; 360,000 compounds, 0.17% hits; inhibition, % at 3.6 µM; Nuclear receptor coactivator 3 (Homo sapiens), Q9Y6Q9; AID 588352, 2011;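 active = inhibition above a per-campaign cutoff, the mean of all compounds plus 3 SD, cut at about 60% in these data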;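 also: 0% = DMSO-treated cells and 100% = gossypol-treated cells at 36 µM; higher means less SRC3-driven luciferase light from the GAL4 reporter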
TWEAK-Fn14 inh: inhibitors of TWEAK-Fn14 signaling, primary screen, luciferase reporter cells, uHTS; TWEAK-stimulated Fn14 reporter cells, luciferase luminescence, 8 h; inhibition, % at 10 µM; 360,000 compounds, 2% hits; in the data active = inhibition above about 50%
C8 TRAIL sens: viability loss with TRAIL in NB7+C8 cells, primary screen, TRAIL sensitizer project, cell-based, ATPlite luminescence; 360,000 compounds, 1% hits; inhibition (viability loss, TRAIL sensitization), % at 10 µM;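 active = compounds causing at least 50% loss of cell viability in the single-dose screen, relative to plate controls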
NR2F2 inh: NR2F2 transcriptional activity inhibitors, primary screen, cell-based, luciferase reporter, HEK293T, luminescence; 370,000 compounds, 0.7% hits; HEK293T NGFI-A luciferase reporter; AID 686940, 2013; inhibition, % at 8.6 µM;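 active = inhibition above a per-plate cutoff, mean inhibition of test wells between control levels plus 3 SD, cut at about 38% in these data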;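 also: cells cotransfected with COUP-TFII expression vector driving the NGFI-A reporter; 0% = median of COUP-TF2 test wells and 100% = reporter-only cells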
Target sequence (P24468 whole entry, looked up): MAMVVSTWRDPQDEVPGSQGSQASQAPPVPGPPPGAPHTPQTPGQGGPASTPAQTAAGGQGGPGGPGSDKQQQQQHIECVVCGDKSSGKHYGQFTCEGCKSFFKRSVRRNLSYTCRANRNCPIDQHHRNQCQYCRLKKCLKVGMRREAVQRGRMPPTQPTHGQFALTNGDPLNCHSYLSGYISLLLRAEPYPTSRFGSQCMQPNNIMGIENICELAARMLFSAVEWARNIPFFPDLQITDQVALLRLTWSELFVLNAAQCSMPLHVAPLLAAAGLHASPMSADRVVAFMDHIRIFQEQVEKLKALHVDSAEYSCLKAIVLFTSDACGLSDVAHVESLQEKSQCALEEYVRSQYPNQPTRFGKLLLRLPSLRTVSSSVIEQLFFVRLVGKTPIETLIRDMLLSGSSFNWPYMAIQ
CF NFkB inh: inhibitors of PAF-induced NF-kB signaling, primary screen, cell-based, GFP fluorescence, uHTS; KKLEB NF-kB-GFP reporter, GFP fluorescence overnight; inhibition, % at 5 µM; 360,000 compounds, 0.86% hits;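 active = at least 50% inhibition at 5 µM, scaled per plate between neutral and stimulator controls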;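 also: PAF is a Pseudomonas aeruginosa culture filtrate used as stimulus; plate controls were PAF-stimulated DMSO wells for no effect and unstimulated DMSO wells for full effect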
NR5A2 inv ag: LRH-1 (NR5A2) inverse agonists, primary screen, cell-based, luminescence, HEK293T, StAR-luciferase reporter. Nuclear receptor subfamily 5 group A member 2 (Homo sapiens), O00482. LRH-1 transfected, 24 h. inhibition, % at 3.6 µM. 360,000 compounds, 0.13% hits;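 active = inhibition above the mean inhibition of all tested compounds plus 3 SD, cut at about 73% in these data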;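 also: 0% = DMSO wells and 100% = reporter-only cells lacking LRH-1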
Target sequence (O00482 whole entry, looked up): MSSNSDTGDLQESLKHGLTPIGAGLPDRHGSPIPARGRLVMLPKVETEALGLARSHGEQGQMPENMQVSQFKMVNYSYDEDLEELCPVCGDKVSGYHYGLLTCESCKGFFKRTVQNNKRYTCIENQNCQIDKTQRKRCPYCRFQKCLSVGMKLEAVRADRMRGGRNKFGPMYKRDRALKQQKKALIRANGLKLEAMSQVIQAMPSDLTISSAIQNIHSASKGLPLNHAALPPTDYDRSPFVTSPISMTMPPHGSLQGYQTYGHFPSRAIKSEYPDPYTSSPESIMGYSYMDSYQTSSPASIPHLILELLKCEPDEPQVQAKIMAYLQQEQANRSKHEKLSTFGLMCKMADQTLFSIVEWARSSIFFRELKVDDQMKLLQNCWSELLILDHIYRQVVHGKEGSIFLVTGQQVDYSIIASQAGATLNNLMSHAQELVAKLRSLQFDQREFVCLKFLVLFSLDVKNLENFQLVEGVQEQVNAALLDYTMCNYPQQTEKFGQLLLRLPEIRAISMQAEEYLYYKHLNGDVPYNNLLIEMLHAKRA
TROY NFkB inh: inhibitors of TROY-driven NF-kB signaling, primary screen, Q293 LMP1-TROYcd cells, NF-kB luciferase, uHTS. Q293 LMP1-TROYcd NF-kB luciferase reporter, 4 h. inhibition, % at 10 µM. 360,000 compounds, 0.98% hits. AID 1347056, 2019;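 active = compounds whose plate-normalised and pattern-corrected inhibition of the luciferase reporter signal at the single screening dose is 50% or more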
KKLEB cytotox: cytotoxicity in KKLEB CF airway cells, primary screen, cytotoxicity control for CF NF-kB inhibitor project, cell-based, uHTS, fluorescence assay plates; activity change (cytotoxicity), % at 5 µM; 360,000 compounds, 0.36% hits; KKLEB CF airway cells viability, ATPlite luminescence, overnight; stronger effect = lower value; cells stimulated with P. aeruginosa culture filtrate; AID 602141, 2011;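 active = corrected activity change at or below -50% at 5 µM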
Active calls of the source: *; · = no result given.

SMILES	LMP1 NFkB inh	SRC1 inh	Shn3 3UTR inh	NCOA3 inh	TWEAK-Fn14 inh	C8 TRAIL sens	NR2F2 inh	CF NFkB inh	NR5A2 inv ag	TROY NFkB inh	KKLEB cytotox
COCc1ccc(-c2c(-c3cccc(OC)c3)sc3ccc(OC)cc23)cc1	-6	-18	-12	-25	-1	23	-22	6	-2	-6	7
Cc1ccc(OCC(=O)N/N=C/c2cccn2C)cc1C	6	2	4	18	-3	4	16	-4	-10	-10	5
CC(C)/C=C(/C(=O)c1ccc(Cl)cc1Cl)n1cncn1	20	5	20	22	61*	9	1	31	10	1	0
COC(C(=O)N/N=C(\C)CC(=O)Nc1ccc(Cl)cc1C)c1ccccc1 (stereo unspecified)	-4	-3	-6	1	11	-2	-9	-6	-15	-16	14
C/C(=N\NC(=O)C(N)=O)c1ccc(OC(F)F)cc1	4	-1	-8	-22	-3	0	-8	-2	-8	2	-6
COC(=O)c1ccc(NC(=O)Nc2ccc(C)cc2)cc1	-27	0	-10	-46	0	-13	-15	-13	-47	-54	10
CCCS(=O)(=O)N1CCN=C1SCc1cccnc1	10	-1	0	-4	5	-6	1	-9	-9	7	10
CC(C)(CNC(=O)CNC(=O)c1ccc(Cl)cc1Cl)N1CCOCC1	0	-7	6	5	-7	20	-7	-12	-10	11	14
O=C(COC(=O)c1cc2ccccc2cc1O)c1ccccc1	-15	-7	-41	-16	-28	-3	1	-17	-2	-76	0
CCNCc1ccc(OCc2ccccc2F)c(OC)c1	-12	-97	33	-26	-13	5	-22	8	-22	-29	-3
CCOC(=O)C(NC(C)=O)(Nc1ccc(S(=O)(=O)Nc2onc(C)c2C)cc1)C(F)(F)F (stereo unspecified)	-4	11	-7	6	8	-7	7	2	12	7	0
Cc1cc(C)cc(NC(=O)Cn2nnc(C(=O)NCc3ccc4c(c3)OCO4)c2N)c1	0	10	22	23	9	-7	2	-14	-13	-9	2
CCOc1ccc(S(=O)(=O)Nc2ccc(S(=O)(=O)N3CCCCC3)cc2)cc1	3	-7	-7	7	10	-16	20	-6	12	3	29
CN(Cc1cc2ccccc2[nH]c1=O)C(=O)c1cccs1	-8	17	0	3	9	1	8	3	6	-27	0
Cc1csc(NC(=O)CSc2nc3[nH]c(=O)cc(O)c3s2)n1	-22	-19	76	-12	19	58*	-13	71*	52	2	-19
c1ccc(CN2CN=C(Nc3nc4ccccc4s3)NC2)cc1	-13	1	-50	4	-16	-12	5	0	12	-52	2
CC12CCC3C(=CCc4cc(O)ccc43)C1CC(=NO)C2O (stereo unspecified)	1	-2	-15	-22	-25	-16	-11	18	-19	-18	-22
CN1CCN(c2ccc(S(=O)(=O)N3CCCCC3)cc2NC(=O)Cc2c(F)cccc2Cl)CC1	-1	-2	-16	-7	-4	-1	8	35	-16	-3	0
CCc1ccc(-c2nc(CN3CCC(C(=O)NCc4ccccc4OC)CC3)c(C)o2)cc1	-12	-18	58	-13	19	14	5	7	-13	-38	6
CN(Cc1c(C(=O)N/N=C/c2ccc(O)cc2)nnn1-c1nonc1N)c1ccccc1	0	-18	-35	-5	14	-8	-4	-5	1	-18	2

The last two entries of the part above lead into the next:
SMILES	LMP1 NFkB inh	SRC1 inh	Shn3 3UTR inh	NCOA3 inh	TWEAK-Fn14 inh	C8 TRAIL sens	NR2F2 inh	CF NFkB inh	NR5A2 inv ag	TROY NFkB inh	KKLEB cytotox
CCc1ccc(-c2nc(CN3CCC(C(=O)NCc4ccccc4OC)CC3)c(C)o2)cc1	-12	-18	58	-13	19	14	5	7	-13	-38	6
CN(Cc1c(C(=O)N/N=C/c2ccc(O)cc2)nnn1-c1nonc1N)c1ccccc1	0	-18	-35	-5	14	-8	-4	-5	1	-18	2
CC(C)(C)C(=O)Nc1nnc(Cc2ccccc2)s1	-13	6	-24	-5	12	5	-6	11	15	-15	2
CC1CCCN(C(=O)COC(=O)c2cccc(NS(=O)(=O)c3ccccc3)c2)C1 (stereo unspecified)	5	7	-6	5	-1	-13	1	-13	-9	-2	-6
Cc1cccc(C(=O)Nc2cccc(S(=O)(=O)NCc3ccco3)c2)c1	0	2	43	3	6	-7	-2	7	1	-5	1
O=C(COc1ccc(Cl)cc1)NC1CCSC1=O (stereo unspecified)	-5	-32	-20	-13	-16	5	5	-7	-7	-10	-6
CC(Oc1ccc(F)cc1)C(=O)Nc1cc(S(=O)(=O)N2CCCCC2)ccc1N1CCOCC1 (stereo unspecified)	8	37	13	-7	-37	2	-18	22	12	-29	-3
CN(CC(=O)Nc1ccccc1Cl)C(=O)COC(=O)/C=C/c1cccc(C(F)(F)F)c1	4	-25	-4	-7	-3	-12	-9	-1	15	2	-11
CCN(CC)S(=O)(=O)c1cccc(C(=O)NC(C(=O)Nc2nnc(C3CC3)s2)C(C)C)c1 (stereo unspecified)	0	-19	-6	11	-4	2	5	-3	8	16	7
CC(C)CCNC(=O)C(=O)Nc1cc2c3c(c1)CCC(=O)N3CCC2	-7	-11	8	17	7	-5	-23	-7	9	-6	16
COc1ccc(NC(=O)CCCN2C(=O)CCC2=O)cc1Cl	8	6	-21	0	4	14	8	-12	-1	-34	10
COCCCNC(=O)/C=C1\Sc2ccccc2N(Cc2ccccc2F)C1=O	-4	-3	-46	-29	103*	19	0	-4	-31	-29	2
Cc1sc2ncnc(N3CCC(C(=O)Nc4cc(S(C)(=O)=O)ccc4Cl)CC3)c2c1C	12	24	13	-3	37	9	17	45	-3	41	-2
O=C(Cn1cnc2cc([N+](=O)[O-])ccc2c1=O)Nc1ccc(Br)cc1	-2	14	14	7	-4	-18	11	14	8	-4	-6
Cc1ccc(C)n1-c1ncn[nH]1	-1	-22	-15	10	-1	-7	-2	4	7	2	1
COC(=O)c1ccc(OC(=O)CCc2cc(OC)c(OC)c(OC)c2)cc1	3	5	-6	-6	-14	0	-13	7	10	23	-8
N#C/C(=C(/O)c1ccc(Cl)cc1)c1nc2ccccc2[nH]1	-6	3	-38	1	8	1	14	0	5	-37	1
Cc1ccc(N(CC(=O)Nc2ccc(S(=O)(=O)N3CCOCC3)cc2)S(C)(=O)=O)cc1C	-3	-6	-9	1	12	5	4	3	-2	4	7
CCOC(=O)c1cc(C(=O)OCC)c(=O)[nH]c1C	7	9	9	3	4	2	8	5	-11	-9	1
O=C1CC2(CCCCCC2)Oc2ccc(Cl)cc21	-19	-9	-7	-13	12	4	5	9	-3	-13	-4
Cn1c(SCC(=O)O)nc2ccccc2c1=O	9	10	-3	4	2	-7	-5	7	4	-14	2
CN1CCN(c2nc3ccccc3nc2NS(=O)(=O)c2ccc(Br)cc2)CC1	1	-7	-14	-1	-23	-8	8	4	21	-20	-7
O=C(NCc1ccccn1)c1ccc(Cl)c(S(=O)(=O)NCc2ccccc2)c1	-5	-6	-2	8	-3	1	8	19	5	-9	-10
Cc1nn(Cc2ccccc2)c(Cl)c1/C=C/C(=O)OC(C(=O)NC(N)=O)C(C)C (stereo unspecified)	6	11	19	15	7	-4	0	-17	23	20	9
COCCOC(=O)C1=C(C)OC(N)=C(C#N)C1c1ccc2c(c1)OCO2 (stereo unspecified)	-5	2	-3	-7	6	-4	5	-17	9	11	3
CC(=O)C1=C(O)C(=O)N(c2ccc(Br)cc2)C1c1cccc(F)c1 (stereo unspecified)	-4	17	-7	4	8	-26	11	-11	10	4	-14
CCN(CC(=O)Nc1ccc(OC)cc1)C(=O)c1cc(S(=O)(=O)N(C)C)ccc1N1CCCC1	5	16	-2	0	11	3	10	-16	5	13	21
CN(C)CCNC(=O)/C=N/O	6	5	36	19	1	-4	3	18	0	-11	-9
CCC(=O)NCC(=O)OCC(=O)c1ccccc1	18	-4	-12	10	-9	-1	6	-20	-3	-6	7
Cn1nc(C(F)(F)F)c(-c2cccc(C(F)(F)F)c2)c1NC(=O)c1nccnc1C(=O)O	16	15	5	23	-2	6	-2	13	-8	-2	9
O=C(CNCc1ccc(F)cc1)Nc1ccc(C(=O)N2CCCCC2)cc1	-4	-6	-19	-7	10	3	-3	1	-3	0	6
CCc1ccc(N/C(SCc2ccccc2C)=C(/C#N)C(=O)NCc2ccco2)cc1	-6	-13	26	6	-1	0	7	3	23	-9	-4
COc1ccc(CC(=O)NCC(=O)N/N=C/c2cc(Br)ccc2OC)cc1	6	4	·	25	8	11	-13	-9	22	-1	5
Cc1ccc2c(Cl)cc(Cl)c(OCC(=O)NCCc3ccccn3)c2n1	-6	9	2	-12	-1	-1	-1	-1	-3	-30	-7
CC(=O)Nc1ccc(NC(=O)C(C)OC(=O)c2cccc(S(=O)(=O)N3CCCCC3)c2)cc1 (stereo unspecified)	11	-13	3	19	-18	0	-9	-14	6	7	-13
COCCNC(=O)CN1CCC(NC(=O)Nc2ccc(C(F)(F)F)cc2)CC1	4	9	-9	-3	26	-10	-4	-5	2	0	-4
CC(=O)Nc1ccc(NC(=O)c2ccc(S(=O)(=O)N3CCCCCC3)cc2)cc1	0	-5	4	5	-1	-11	5	0	-24	-5	4
Cc1nn(-c2ccccc2)c2c1C(c1ccc(Cl)cc1)N(c1ccccc1)C(=O)N2 (stereo unspecified)	4	-7	-4	3	-10	-2	5	-13	5	4	16
Nc1cc(=O)[nH]c(SCC(=O)Nc2cc(Cl)ccc2Cl)n1	-1	-50	3	-2	0	-3	-10	-4	18	12	2
O=C(Cn1nc(C(F)F)cc1C(F)F)N/N=C/c1ccc2c(c1)OCO2	-6	12	-11	8	0	-5	1	-10	8	8	1
COc1ccccc1NC(=O)CN1CCN(CC(=O)Nc2cc(C)ccc2OC)CC1	12	6	11	-12	11	8	9	13	8	11	1
COc1ccccc1-n1c(CNC(=O)c2ccco2)nnc1SCC(=O)Nc1ccc(F)cc1	-3	4	-1	16	5	-1	4	-10	-1	-6	3
O=C(Nc1cccnc1)c1cc(-c2cccc(Br)c2)nc2ccccc12	1	-38	25	1	1	6	-5	-29	-2	11	-1
O=S(=O)(c1ccccc1Cl)N1CCCC1c1nc(-c2ccccc2Cl)no1 (stereo unspecified)	4	0	10	8	4	13	11	8	3	-1	4
O=[N+]([O-])c1cccc(N2Cc3ccccc3C2)c1	-16	-5	12	-31	-7	6	6	-14	3	-33	0

A portion of the library; rates above refer to the full screens.
